Assay outcomes: PubChem BioAssay, National Center for Advancing Translational Sciences (NCATS)
EPAC2 agonist = EPAC2 (human) agonism; Q8WZA2; Potency, µM (titrated, usually from 154 µM), for inactives: at the top dose activation, usual class: activators; EPAC2 activation, biochemical qHTS; response scale: 100% = 6.5 mM cAMP response; 360,000 tested, 0.079% active; AID 720711; note: potency is the fitted concentration of half-maximal effect; nearly all actives have a fitted effect of over 50% in size
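Readout is BODIPY fluorescence (480 nm excitation, 540 nm emission), which falls as labeled GDP is exchanged off Rap1B. EPAC2 at 100 nM acted on 250 nM RAP1B-BODIPY-GDP with 50 uM GDP present.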
EPAC2 antag = antagonists of human EPAC2; Q8WZA2; EPAC2 GEF exchange of Rap1B-BODIPY-GDP, fluorescence; Potency, µM (titrated, usually from 114 µM), without a hit: top-dose activity, negative = inhibition, hits mostly inhibitors; 360,000 tested, 0.18% active; AID 720708; note: potency is the fitted concentration of half-maximal effect; % is set by controls: 0 for no effect and ±100 for the full control effect; nearly all actives have a fitted effect of over 45% in size; many of its hits are not listed in these tables
PTHR1 ag = agonists of human PTHR1 parathyroid hormone receptor | HEK293 GP2 PTHR1 cells, GloSensor cAMP luminescence, 1 h | Potency, µM (highest dose often 115 µM), for the others: top-dose activation, hits mostly activators | 410,000 tested, 0.075% active; note: potency is the fitted concentration of half-maximal effect; nearly all actives have a fitted effect of over 55% in size; some results filed as inactive show a strong effect at the top dose; inactives centre near -15; many of its hits are not listed in these tables
Target sequence (Q03431 whole entry, looked up): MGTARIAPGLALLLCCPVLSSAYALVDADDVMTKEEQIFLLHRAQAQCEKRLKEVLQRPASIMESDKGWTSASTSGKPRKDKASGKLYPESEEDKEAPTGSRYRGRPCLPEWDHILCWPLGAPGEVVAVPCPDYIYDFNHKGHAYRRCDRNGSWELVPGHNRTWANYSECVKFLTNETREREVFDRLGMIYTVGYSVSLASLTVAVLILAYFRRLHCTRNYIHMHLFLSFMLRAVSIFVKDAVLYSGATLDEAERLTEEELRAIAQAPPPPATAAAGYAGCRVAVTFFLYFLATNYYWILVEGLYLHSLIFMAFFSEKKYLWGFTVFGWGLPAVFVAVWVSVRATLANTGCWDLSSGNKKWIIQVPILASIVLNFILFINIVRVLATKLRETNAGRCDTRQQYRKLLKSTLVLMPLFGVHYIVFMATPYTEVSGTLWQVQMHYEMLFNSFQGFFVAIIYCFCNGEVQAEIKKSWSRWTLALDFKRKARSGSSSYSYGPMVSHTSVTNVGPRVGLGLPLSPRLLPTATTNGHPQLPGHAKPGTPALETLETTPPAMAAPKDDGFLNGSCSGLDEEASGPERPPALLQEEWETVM
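HEK-293-derived GP2 cells expressing PTHR1 and a GloSensor cAMP reporter, 3,000/well, plated overnight, given luciferin plus IBMX (each 0.5 mM as added) for 1 h at 37 °C, then compound for 1 h at 37 °C. Luminescence was read after 15 min at room temperature.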
DRD3 agonist = D3 dopamine receptor (human) agonism; max activation, %; 410,000 tested, 0.58% active; D3R DiscoveRx beta-arrestin cells, luminescence, 90 min; P35462; AID 652048; in the data active = max activation above about 30%; note: 0% is about no effect; mostly tested at two doses, the higher about 12 µM
Target sequence (P35462 whole entry, looked up): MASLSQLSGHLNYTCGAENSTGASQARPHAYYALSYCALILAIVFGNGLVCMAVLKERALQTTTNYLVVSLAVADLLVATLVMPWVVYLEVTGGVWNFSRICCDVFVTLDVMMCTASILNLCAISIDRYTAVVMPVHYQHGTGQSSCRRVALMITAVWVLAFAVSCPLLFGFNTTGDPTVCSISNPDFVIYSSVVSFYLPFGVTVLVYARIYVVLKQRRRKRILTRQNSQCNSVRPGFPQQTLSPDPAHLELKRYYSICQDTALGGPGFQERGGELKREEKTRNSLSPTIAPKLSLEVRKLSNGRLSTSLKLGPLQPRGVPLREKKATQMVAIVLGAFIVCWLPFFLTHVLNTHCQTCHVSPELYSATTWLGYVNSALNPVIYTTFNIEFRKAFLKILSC
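Cells at 1500/well, incubated overnight, then treated with pinned compounds (dopamine as control) for 90 min at 37 degrees C. DiscoveRx reagent added for 30 - 60 minutes at room temperature; luminescence read.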
DRD3 antagonist = blocks the human D3 dopamine receptor | D3R cells, DiscoveRx beta-arrestin luminescence, antagonist mode; stronger effect = lower value | max response, negative = inhibition, % | 360,000 tested, 2.5% active | AID 652054; in the data active = max response below about -50%; inconclusive = no clear call, values can overlap the other calls; note: % is set by controls: 0 for no effect and ±100 for the full control effect; mostly tested at two doses, the higher about 12 µM
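Cells plated overnight at 1500 cells/well, then exposed to library compounds with dopamine controls for 90 minutes at 37 degrees C. DiscoveRx reagent added for 30–60 minutes at room temperature; luminescence read, quantitative HTS format.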
MmCpn inh = inhibitors of Methanococcus maripaludis chaperonin (MmCpn). purified Mm-Cpn ATPase, ADP Transcreener TR-FRET. AID 504842. Potency, µM (doses to about 76.9 µM), inactives show at the highest dose activity, negative = inhibition, actives largely listed as inhibitors. 330,000 tested, 0.031% active; note: potency is the fitted concentration of half-maximal effect; % is set by controls: 0 for no effect and ±100 for the full control effect; nearly all actives have a fitted effect of over 80% in size
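Compound-treated chaperonin, 25 nM final, turns over 10 uM ATP at 37°C for 30 min following a 10 min preincubation; ADP generated competes with ADP-d2 for Eu-cryptate antibody, lowering FRET.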
Akt phos inh = blocks phosphorylation of Akt | Neuro2A IGF-stimulated pAkt S473 HTRF, 20 min; stronger effect = lower value | 360,000 tested, 0.32% active | activity change, % for hits at 50 µM; in the data active = activity change below about -80%; inconclusive = mostly about -51% to -80%; note: % is set by controls: 0 for no effect and ±100 for the full control effect
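Neuro2A cells in DMEM with 0.5% FBS, overnight at 37 deg C, given compound at single 50 µM final, then IGF (6 nM final) for 20 min at 37 deg C. Lysed; phospho-Akt Ser473 by HTRF after 24 h, 665/615 ratio.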
CCT modulator = changes cytosolic chaperonin activity | purified chaperonin ATPase assay, HTRF ADP detection, 30 min | activity change, % (test concentration not listed), hits read low | 360,000 tested, 0.3% active | AID 651819; in the data active = activity change below about -30%; note: % is set by controls: 0 for no effect and ±100 for the full control effect
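First, chaperonin was dispensed at 40 nM or 20 nM final depending on batch activity. Next, compounds were pinned at 76 uM and ATP added at 10 uM. After 30 min at 37 °C, ADP detection reagents ran 30 min at ambient temperature.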
An asterisk follows results filed as active; i = inactive; ? = inconclusive; / = not tested or not shown; [ ] = dose if it differs, or a comment. Unless noted, calls come from the whole dose curve; as a rule, active = well fitted curve in the direction sought with a large enough effect; inconclusive = small, poorly fitted or top-dose-only effect, or another doubt; inactive = no such curve, though single readings can be large; an effect the other way counts as inactive or inconclusive.

no. | structure | EPAC2 agonist | EPAC2 antag | PTHR1 ag | DRD3 agonist
1 | COc1ccc(C(C(=O)Nc2c(C)cccc2C)n2c(=O)c(-c3ccco3)nc3ccccc32)cc1 (configuration not stated) | 6% | -2% | -5% | -12
2 | CCOC(=O)c1[nH]c(COC(=O)c2ccccc2NC(=O)c2ccco2)c(C(=O)OCC)c1C | -17% | -4% | -14%[57.5 µM] | 3
3 | CC(C)NC(=O)c1ccc2c(c1)N(CC(=O)N1CCCC1)C(=O)C(C)(C)O2 | 3% | 0% | -19% | -9
4 | Cc1cc(N2C(=O)C3CC=CCC3C2=O)cc(C)c1Br (configuration not stated) | ? | 16%[57.1 µM] | -11%[57.5 µM] | -10
5 | COc1ccc(CNS(=O)(=O)CCNCc2ccco2)cc1 | 8% | 16% | i | 2
6 | Cc1cccc(N2CCN(S(=O)(=O)c3c(C)[nH]c(C)c3C(=O)N3CCCC3)CC2C)c1 (configuration not stated) | 9% | -1% | -25% | 4
7 | O=C(NC(Nc1nc2ccc([N+](=O)[O-])cc2s1)(C(F)(F)F)C(F)(F)F)c1ccccc1 | 3% | -1% | -31%[inhibitor][57.5 µM] | 0
8 | O=C(Nc1ccccc1)c1cccc(=O)o1 | 3% | 12% | i | 28
9 | CC(C)CC(CC(C)C)=NNC(=O)c1ccc2c(c1)OCO2 | -1% | 1% | -17% | -13
10 | O=C(Nc1ccc(Br)c(Br)c1)C1CCCO1 (configuration not stated) | 15% | 8% | -11% | -10
11 | C=CCn1c(SCC(=O)Nc2cc3oc4ccccc4c3cc2OC)nnc1-c1cnccn1 | 4% | -2% | i | 3
12 | C=CC[C@@H](CC(=O)N[C@@H](CO)Cc1ccccc1)C(=O)N[C@@H](COC(=O)[C@@H](CC=C)CC(=O)OC(C)(C)C)Cc1c[nH]c2ccccc12 | -18% | -4% | -24% | -1
13 | CCOc1ccc(CCN2C(=O)C(=O)N([C@@H](CC(C)C)CN3CCC[C@H]3CN3C(=O)C(=O)NC[C@@H]3Cc3ccccc3)C[C@@H]2CC(C)C)cc1 | -6% | -6% | -11% | 1
14 | O=S(=O)(Cc1ccccc1)N1CCCCCC1 | 3% | 11% | i | 4
15 | Cn1c(NCc2ccccc2)nc2c1c(=O)n(Cc1ccc(Br)cc1)c(=O)n2C | 6% | -3% | -22%[57.5 µM] | 4

no. | DRD3 antagonist | MmCpn inh | Akt phos inh | CCT modulator
1 | 4 | / | i | /
2 | 24 | -4% | i | -0.3
3 | -8 | -1% | i | 0.1
4 | 45 | 0% | i | -1.4
5 | -10 | / | i | 0.3
6 | -14 | 0% | i | -2.7
7 | 29 | -1% | i | -1.4
8 | 4 | 0% | i | 0.1
9 | 28 | ? | i | -1.1
10 | 1 | / | i | 2.0
11 | 9 | 1% | i | -5.0
12 | -7 | 0% | i | -1.6
13 | 2 | / | i | -1.2
14 | 13 | -1% | i | 1.4
15 | 12 | -1% | i | -0.5

(next part)
no. | structure | EPAC2 agonist | EPAC2 antag | PTHR1 ag | DRD3 agonist
16 | N#Cc1c(SC(C(=O)O)c2ccccc2)nc2c(c1-c1cccs1)CCCC2 (configuration not stated) | -2% | ? | i | -3
17 | Cc1nc(N2CCOCC2)c2c(C)c(C(=O)Nc3ccccc3C(F)(F)F)sc2n1 | 8% | 0% | i | 10
18 | CC1(Cc2ccccc2Cl)C(=O)Nc2cc(-c3ccccc3Cl)ccc21 (configuration not stated) | 8% | -20% | -71%[inhibitor] | 5
19 | CCCC1Cc2[nH]c(=O)c(C#N)cc2CO1 (configuration not stated) | 5% | 2% | -12% | 3
20 | CC(C)n1c(NCc2c[nH]c3ccccc23)nc2ccccc21 | 3% | ? | i | -2
21 | Cc1cc(C)cc(NC(=O)c2sc3nc(C)cc(C)c3c2N)c1 | -3% | 1% | -13% | 7
22 | COc1ccc(C)cc1C(=O)CCC(=O)N1CCN(c2ccccc2F)CC1 | 4% | -6% | i | -1
23 | O=[N+]([O-])c1cnccc1Nc1ccc(F)cc1 | 2% | 3% | i | -10
24 | CC(NC(=O)Cc1ccc(Br)cc1)c1ccccc1 (configuration not stated) | 2% | 0% | -14% | -2
25 | COc1ccc(-c2nc3ccc(Br)cn3c2Cc2ccsc2)cc1OC | 14% | -6% | -12% | -11
26 | CCNC(=O)NC(=O)C(C)OC(=O)c1oc2ccc(OCC)cc2c1C (configuration not stated) | -8% | 1% | ? | 0
27 | Cc1cc(C)n(-c2nc(SCC(=O)O)c3c4c(sc3n2)COC(C)(C)C4)n1 | 7% | 10% | i | -1
28 | CC(=O)OCc1ccc(C2=CC(=O)CC(C)(C)C2=O)cc1 | 0% | 9% | -40%[inhibitor] | 2
29 | O=C(O)COc1ccc(C(NC(=O)c2c(F)cccc2F)NC(=O)c2c(F)cccc2F)cc1 | 10% | 2% | i | -3
30 | CCc1c(C(=O)NCc2ccccc2Cl)[nH]c(C)c1C(C)=O | -1% | 3% | i | -4

no. | DRD3 antagonist | MmCpn inh | Akt phos inh | CCT modulator
16 | 1 | -16% | i | -0.4
17 | -5 | -7% | i | 1.4
18 | 1 | / | i | 0.5
19 | -5 | 0% | i | 0.5
20 | 22 | 1% | i | 1.1
21 | 25 | -6% | i | 2.2
22 | -5 | 1% | i | -4.1
23 | 10 | 0% | i | 3.2
24 | -9 | -2% | i | 0.1
25 | -16 | / | i | -2.0
26 | -27 | 1% | i | -3.5
27 | 0 | -1% | i | 1.8
28 | -1 | / | i | -1.0
29 | -5 | 1% | i | -0.4
30 | -7 | -1% | i | -0.7

(further entries)
no. | structure | EPAC2 agonist | EPAC2 antag | PTHR1 ag | DRD3 agonist
31 | CCSc1nnc(Cc2cc(=O)[nH]c(=O)[nH]2)n1-c1cc(C)ccc1C | 2% | 12% | i | 0
32 | O=C(NCc1ccccc1)c1nc[nH]c1C(=O)NCc1ccccc1 | 14% | -15% | -21% | 2
33 | CN(CC(=O)Nc1ccc(F)cc1)C(=O)COC(=O)c1cccc(N(C)C)c1 | 6% | -3% | -24% | -4
34 | Cc1ccc(C)c(CC(=O)N2CCCC(c3cc(C(=O)NCc4ccccc4)no3)C2)c1 (configuration not stated) | 11% | -5% | -13% | -5
35 | S=C(NCCN(C1CCCCC1)C1CCCC1)Nc1cccc(Cl)c1 | 9% | -2% | i | -38
36 | Cc1nn(-c2ncc(C(F)(F)F)cc2Cl)c(=O)n1-c1cccc(Cl)c1 | -10% | -2% | i | 3
37 | Cn1c(=O)n(C)c2cc(S(=O)(=O)N3CCCCC3)ccc21 | 8% | 2% | i | 4
38 | CC(=O)c1cccc(NC(=O)N2CCC(c3nnc(SCC(N)=O)n3C)CC2)c1 | -4% | -1% | i | -1
39 | O=C(O)CC(c1cccc2ccccc12)n1cccc1 (configuration not stated) | 4% | 0% | i | 1
40 | O=C(/C=C/[C@H]1O[C@@H](n2cnc3c(NC(=O)c4ccccc4)ncnc32)[C@H](O)[C@@H]1O)NCCc1ccc(F)cc1 | 6% | 1% | -14% | 7
41 | COc1ccc(CCC(=O)OCC(=O)c2cccc(OC)c2)cc1 | 8% | -4% | i | 4
42 | COC(=O)c1cc2ccsc2n1CC(=O)Nc1cc(C)cc(C)c1 | 9% | -6% | i | -15
43 | Cc1cc(C(=O)OCC(=O)N2CCc3ccccc32)ccc1[N+](=O)[O-] | -1% | 13% | -20% | -6
44 | Cc1ccc(S(=O)(=O)N(CC(=O)N2CCC(C)CC2)Cc2ccccc2F)cc1 | 19% | -8% | -19% | 4
45 | CN1CCN(C(=S)Nc2ccccc2Cl)CC1 | -4% | 13% | i | -1

no. | DRD3 antagonist | MmCpn inh | Akt phos inh | CCT modulator
31 | 20 | -12% | i | -2.1
32 | ? | -1% | i | 0.6
33 | -22 | 2% | i | -0.4
34 | -14 | / | i | -0.7
35 | -102* | 0% | i | -3.7
36 | 17 | 0% | i | 1.5
37 | -1 | 1% | i | -0.1
38 | -15 | 1% | i | -0.3
39 | 0 | -1% | i | 0.1
40 | 6 | / | i | 3.3
41 | 5 | -1% | i | 0.3
42 | -74* | -12% | / | -2.6
43 | -9 | -1% | i | -0.2
44 | -11 | 0% | i | -3.8
45 | 19 | -3% | i | -1.5

Some of the entries so far, with values under each structure:
Results follow in this order: EPAC2 agonist	EPAC2 antag	PTHR1 ag	DRD3 agonist	DRD3 antagonist	MmCpn inh	Akt phos inh	CCT modulator
#41 COc1ccc(CCC(=O)OCC(=O)c2cccc(OC)c2)cc1
  8%	-4%	i	4	5	-1%	i	0.3
#42 COC(=O)c1cc2ccsc2n1CC(=O)Nc1cc(C)cc(C)c1
  9%	-6%	i	-15	-74*	-12%	/	-2.6
#43 Cc1cc(C(=O)OCC(=O)N2CCc3ccccc32)ccc1[N+](=O)[O-]
  -1%	13%	-20%	-6	-9	-1%	i	-0.2
#44 Cc1ccc(S(=O)(=O)N(CC(=O)N2CCC(C)CC2)Cc2ccccc2F)cc1
  19%	-8%	-19%	4	-11	0%	i	-3.8
#45 CN1CCN(C(=S)Nc2ccccc2Cl)CC1
  -4%	13%	i	-1	19	-3%	i	-1.5

Additional entries:
no. | structure | EPAC2 agonist | EPAC2 antag | PTHR1 ag | DRD3 agonist
46 | COc1ccc(OC)c(S(=O)(=O)N(C)CC(=O)Nc2ccccc2OC)c1 | -5% | -2% | 8%[57.5 µM] | -1
47 | Oc1c(Br)cc(Br)cc1C=Nc1ccc2c(c1)OCCO2 | 16% | 4% | -31% | -12
48 | Cc1c(NC(=S)Nc2ccc(Cl)cc2)c(=O)n(-c2ccccc2)n1C | 3% | 8% | -5% | -16
49 | CCC(NC(=O)c1ccccc1NC(=O)c1ccco1)C(=O)NNC(=O)c1ccc(OC)cc1 (configuration not stated) | 7% | -8% | -15% | 2
50 | Cc1ccc(C2NC(=S)NC3=C2C(=O)CC(C)(C)C3)cc1 (configuration not stated) | -3% | 1% | i | 0
51 | Cc1ccc(S(=O)Cc2ccc(C(=O)N3CCN(C4CCCCC4)CC3)o2)cc1 (configuration not stated) | 5% | -3% | -18% | -5

no. | DRD3 antagonist | MmCpn inh | Akt phos inh | CCT modulator
46 | 1 | / | i | -3.2
47 | -64* | -4% | i | -2.5
48 | 1 | -3% | i | 0.8
49 | -9 | -3% | i | 0.3
50 | 5 | 0% | i | -1.3
51 | -9 | 2% | i | 0.2

Some of the compounds tested, so the mix of outcomes need not match the whole.
